TEAD-YAP inh = TEAD-YAP interaction inhibition, primary screen, TEAD-YAP interaction inhibitor project, luminescence, HEK-TIYL cells. TEAD-Gal4/YAP UAS-luciferase luminescence. inhibition, % at 9.12 µM. 1.4% of 640,000 active. AID 1259422, 2018; in the data active means inhibition above about 32%;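 further: 0% = median of test compound wells and 100% = reference inhibitor wells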
FBW7 activator = FBW7 E3 ligase activators, primary screen, biochemical, AlphaScreen, human; F-box/WD repeat-containing protein 7 (Homo sapiens), Q969H0; AlphaScreen FBW7–phospho-cyclin E peptide binding, activator screen; normalized activity (activation), % at 26.1 µM; 0.13% of 650,000 active; AID 1259310, 2017; in the data active means normalized activity above about 1.9%;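 further: purified mutant Fbw7 with reduced substrate affinity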
Target sequence (Q969H0 whole entry, looked up): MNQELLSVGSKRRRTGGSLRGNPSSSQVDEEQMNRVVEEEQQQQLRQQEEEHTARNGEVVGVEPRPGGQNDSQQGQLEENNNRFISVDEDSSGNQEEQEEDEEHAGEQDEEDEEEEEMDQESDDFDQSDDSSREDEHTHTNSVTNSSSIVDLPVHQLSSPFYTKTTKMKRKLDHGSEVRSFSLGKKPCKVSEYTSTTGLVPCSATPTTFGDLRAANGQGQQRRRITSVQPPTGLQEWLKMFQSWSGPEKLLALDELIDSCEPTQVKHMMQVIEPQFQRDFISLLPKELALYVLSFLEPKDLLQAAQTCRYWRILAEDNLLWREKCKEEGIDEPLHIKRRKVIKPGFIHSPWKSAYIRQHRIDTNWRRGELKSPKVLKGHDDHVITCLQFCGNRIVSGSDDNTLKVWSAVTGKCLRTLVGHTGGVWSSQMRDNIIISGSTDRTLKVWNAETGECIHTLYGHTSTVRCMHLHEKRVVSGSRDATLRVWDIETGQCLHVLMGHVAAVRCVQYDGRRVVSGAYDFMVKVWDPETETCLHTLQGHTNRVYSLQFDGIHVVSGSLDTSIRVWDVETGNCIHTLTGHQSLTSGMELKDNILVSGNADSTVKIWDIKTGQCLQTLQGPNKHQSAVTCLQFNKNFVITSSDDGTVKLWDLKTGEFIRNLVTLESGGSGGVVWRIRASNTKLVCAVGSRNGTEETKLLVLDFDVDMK
GPR151 activ = activators of human GPR151, primary screen, cell-based, PathHunter beta-arrestin, luminescence | G-protein coupled receptor 151 (Homo sapiens), Q8TDV0 | PathHunter beta-arrestin GPR151 cells | activation, % at 11.2 µM | 1% of 650,000 active; in the data active means activation above about 4.9%;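 further: 0% = median of compound wells and 100% = cells with positive control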
MITF primary = MITF inhibitors, primary screen, biochemical, AlphaScreen, human; AlphaScreen MITF homodimerization, bead proximity signal; inhibition, % at 2.6 µM; 0.91% of 650,000 active; in the data active means inhibition above about 50%;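 further: 0% = vehicle wells with protein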
* marks the source's active call; other numbers are inactive results. No enrichment for hits; overall some 3.5% were active at least once.

SMILES | TEAD-YAP inh | FBW7 activator | GPR151 activ | MITF primary
CCN1CCN(c2ncc(C(=O)Nc3ccc(Br)cc3C)c3ccccc23)CC1 | -4 | 0.0 | 0.1 | 6
CC(C)COc1ccc(Cc2n[nH]c(=S)n2C)cc1 | 20 | 1.0 | 0.6 | 20
CCN(CC)C(=S)NC(=O)/C=C/c1ccco1 | -13 | 0.2 | 1.2 | 52*
CC(O)CNC(=O)c1sc2cc(Cl)ccc2c1Cl (stereo not given) | -70 | 0.0 | -2.9 | -3
CC(C)(C)SCCNC(=O)[C@H]1C[C@H]1C(=O)O | -3 | 0.0 | -1.0 | 9
CC(=O)N1CCC2(CC1)OCc1cc(-c3ccc(C)c(C)c3)ccc1O2 | -3 | -0.2 | -1.0 | -19
CC(C)(C)C(=O)NC(=S)Nc1cccc(C(=O)O)c1 | -70 | 0.4 | 1.2 | 1
CC(C)(C)CC(=O)NC(=S)Nc1ccccc1[N+](=O)[O-] | 11 | 0.0 | -0.2 | 2
COC(=O)c1c(N)n(-c2ccc(O)c(C(=O)O)c2)c2nc3ccccc3nc12 | -3 | 0.1 | -1.8 | 15
CS(=O)(=O)c1ccc(NCc2cccnc2)cc1 | 11 | 0.0 | 1.1 | 8
COC(=O)C1CC(=O)N(Cc2ccccc2)C12CCN(Cc1nc3ccccc3s1)CC2 (stereo not given) | -5 | 0.0 | 0.7 | 1
CC(=O)CCS(=O)(=O)c1ccc(-c2ccc(S(=O)(=O)CCC(C)=O)cc2)cc1 | -6 | -0.2 | 0.4 | -13
Cc1sc2ncc(C(=O)Nc3ccc(C(C)(C)C)cc3)c(=O)n2c1C | 0 | 0.0 | -1.4 | -6
O=C1CCC(=O)N1CCSSCCN1C(=O)CCC1=O | -2 | -0.1 | 1.1 | -6
C[C@@H]1C[C@@H](CC(=O)N2CCCC(c3[nH]ncc3Cc3ccccc3)C2)NC(=S)N1 (stereo not given in full) | -17 | 0.0 | -0.7 | -11
O=C(CN1C(=O)C2C3C=CC(CC3)C2C1=O)NCc1ccc2c(c1)OCO2 (stereo not given) | 6 | -0.2 | 0.5 | 38
O=C(NNC(=S)NC(=O)c1ccccc1)c1ccc(O)cc1 | -7 | -0.4 | -1.1 | -5
COc1cccc(NC2=C(N3CCN(C)CC3)C(=O)c3ccccc3C2=O)c1 | -29 | -0.1 | 0.4 | 3
O=C1NC(Nc2ccc(F)cc2)(C(F)(F)F)C(=O)N1Cc1ccccc1 (stereo not given) | 10 | 0.1 | -0.7 | 14
CC(=O)c1ccc(-c2ccc(C(=O)NCc3ccc4c(c3)CCO4)c(N(C)C(C)=O)n2)s1 | -8 | 0.2 | 0.0 | 8
CN1CCN(C(=O)c2cccc(-c3cncc(-c4cnn(Cc5ccccc5)c4)n3)c2)CC1 | 4 | -0.1 | 0.3 | 5
CCc1ccccc1NC(=O)C1CCN(c2nc(C)cc(C)n2)CC1 | -5 | -0.1 | -0.6 | 12
Cn1c(C(=O)Nc2ccc(C(N)=O)cc2)cc2c(=O)n3ccccc3nc21 | 8 | 0.3 | -1.2 | 10
S=C(NCC1CCCO1)Nc1cnn(Cc2ccc(Cl)cc2)c1 (stereo not given) | 8 | 0.8 | -1.8 | 15
CC(=O)N1N=C(c2ccc(O)cc2)CC1c1ccco1 (stereo not given) | -15 | -0.1 | 1.9 | 5
Cc1cc(C)nc(SCc2cc(=O)c(OC(=O)c3cc4ccccc4o3)co2)n1 | -2 | -0.3 | -1.6 | 6
Nc1cccc(-c2nc(NCc3cccc(C(F)(F)F)c3)c3ncn(Cc4ccc(C(F)(F)F)cc4)c3n2)c1 | 1 | 0.1 | -2.3 | 12
O=C(NCc1nc(-c2ccccc2)cs1)c1ccc(CN2CCSCC2)[nH]c1=O | -12 | 0.1 | -0.3 | 6
Cc1noc(C)c1CSc1nnc(-c2ccccc2Cl)o1 | -31 | 0.2 | -0.6 | -1
COc1ccc2c(c1)C1CC(C)(NC(=O)C1S(=O)(=O)c1ccc(C)c(C)c1)O2 (stereo not given) | 0 | -0.1 | 1.9 | 7
CCN(CC)c1ccc(C(=O)OCC(=O)c2ccccc2)cc1 | -7 | 0.1 | 1.7 | 14
Cn1nc([N+](=O)[O-])c(C(C#N)c2nc3ccccc3s2)c(Cl)c1=O (stereo not given) | 6 | -0.6 | -1.0 | 13
CN1CC(=O)N(CC(=O)N2CCc3ccccc3C2)C1=O | 18 | -0.1 | 0.3 | 3
CC(=O)CSc1nc(C2CCCCC2)nc2c1c(=O)n(C)c(=O)n2C | -12 | -0.1 | 1.0 | -10
CCNc1c([N+](=O)[O-])ncn1C | 0 | 0.0 | -1.9 | 15
O=C(NCC1CCCO1)c1c(O)c2c([nH]c1=O)CCCC2 (stereo not given) | -22 | -0.1 | -0.2 | -1
COc1ccc(NC(=O)/C=C2/c3ccccc3CC(C)(C)N2C)cc1 | -17 | 0.1 | 0.9 | 2
COc1cccc(C(NC(=O)C2CCN(S(C)(=O)=O)CC2)c2ccccn2)c1 (stereo not given) | 0 | 0.3 | -0.2 | 22
CCCc1c(O)nc(SCCN(C)C)[nH]c1=O | -10 | -0.1 | 0.1 | 2
Cc1cc2cc3c(N)c(C(N)=O)sc3nc2cc1C | -31 | 0.2 | -0.3 | 9
Cc1ccc(Nc2nc(-c3cccc(N4C(=O)c5ccccc5C4=O)c3)cs2)cc1 | -18 | -0.2 | -1.4 | 2
COc1ccc2ccccc2c1C1OC(=O)C2(CCCCC2)C(=O)C1(C)C (stereo not given) | 5 | 0.0 | -0.2 | 2
CC(=O)Nc1cc2c(cc1NC(=O)c1ncoc1-c1ccccc1C(F)(F)F)OCCO2 | 14 | -0.2 | -1.4 | -12
COc1cccc2cc(C(=O)NC(C)C3CCCO3)c(=O)oc12 (stereo not given) | -23 | -0.1 | 2.5 | 0
Cc1nc(N2CCC(NCc3ccco3)CC2)nc2cc3c(cc12)CCC3 | -8 | 0.0 | -0.9 | -1

Just FBW7 activator, for some of the entries so far:
structure	FBW7 activator
CCN(CC)C(=S)NC(=O)/C=C/c1ccco1	0.2
CC(O)CNC(=O)c1sc2cc(Cl)ccc2c1Cl (stereo not given)	0.0
CC(C)(C)SCCNC(=O)[C@H]1C[C@H]1C(=O)O	0.0

Going on with the list:
SMILES | TEAD-YAP inh | FBW7 activator | GPR151 activ | MITF primary
Cc1ccccc1CN(CC(=O)N1CCOCC1)S(=O)(=O)c1ccc(Cl)cc1 | -6 | -0.1 | 1.1 | 4
COc1ccc(Nc2ccc([N+](=O)[O-])cn2)cn1 | 5 | -0.1 | -0.9 | -8
O=C(Nc1c2c(nn1-c1cccc(Cl)c1)CSC2)c1ccccc1C(F)(F)F | 10 | 0.5 | 2.6 | 7
O=C(/C=C/c1ccc(Cl)c(Cl)c1)Nc1ncc(Cc2cccc(C(F)(F)F)c2)s1 | -2 | 0.7 | -0.4 | 18
COc1ccc(/C=C2/N=C(c3cccc([N+](=O)[O-])c3C)OC2=O)c(OC)c1 | 6 | 0.1 | 0.9 | 12
CC(=O)CSc1nnc(Nc2ccc(C(C)C)cc2)s1 | -37 | 0.4 | -0.1 | 15
O=C(CCc1c[nH]c2ccccc12)N/N=C/C=C/c1ccccc1 | 5 | -0.1 | 0.1 | 16
CCS(=O)(=O)NCC(c1cccs1)S(=O)(=O)c1ccc(Cl)cc1 (stereo not given) | 4 | 0.0 | 1.6 | 13
COC(=O)c1ccc(NCN2C(=O)c3cccc([N+](=O)[O-])c3C2=O)cc1 | -2 | 0.1 | -1.9 | 18
CCCCSc1nnc2c(n1)OC(c1cccc(OCC)c1)N(C(C)=O)c1ccccc1-2 (stereo not given) | 0 | 0.3 | -1.4 | -1
COc1cc(OC)cc(C(=O)Nc2cc(-c3nc4ncccc4o3)ccc2C)c1 | -1 | 0.0 | -0.5 | 4
Cc1ccc(C(=O)c2oc3ccc(NC(=O)c4ccco4)cc3c2C)cc1 | 15 | 0.0 | 7.8* | 9
COC(=O)C1=C(C)Nc2nc(SC)nn2C1c1ccc(F)cc1 (stereo not given) | 1 | 0.3 | 1.4 | -24
O=c1c2c3c(sc2ncn1Cc1cccc(Cl)c1)CC(NCc1ccon1)CC3 (stereo not given) | 2 | 0.0 | 0.7 | -8
O=C(c1ccc([N+](=O)[O-])o1)N(C1CCCC1)C1CCCC1 | 18 | 0.1 | -0.3 | 16
C=CCN1C(=O)S/C(=C\c2ccc(F)cc2)C1=O | -61 | -0.1 | 0.8 | 11
CCOc1ccc(C2=NN3C(C2)c2cccc(OCC)c2OC3c2ccc(OC)c(OC)c2)cc1 (stereo not given) | -7 | -0.1 | -0.9 | -7
CN(C)S(=O)(=O)N1CC[C@H]2[C@H](CCCN2C(=O)Cc2c(F)cccc2F)C1 | 3 | -0.1 | -0.6 | 5
O=C(Cn1[nH]c(=O)c2ccccc2c1=O)NNc1c(F)c(F)cc(F)c1F | 2 | -0.1 | -1.6 | 18
CS(=O)(=O)N1CCN(c2ccc3cccc(-c4ccsc4)c3n2)CC1 | 1 | 0.0 | 1.9 | 8
CCc1ccc(C2NC(=S)NC(C)=C2C(=O)OCCOC)cc1 (stereo not given) | 0 | 0.0 | -1.7 | 15
CCc1c(C)sc(NC(=O)COc2ccccc2)c1C(N)=O | -68 | 0.0 | -0.6 | -8
COc1ccccc1Oc1ccc(S(=O)(=O)NCCC(=O)O)cc1 | 6 | 0.2 | 0.4 | 19
COc1cc([N+](=O)[O-])ccc1NC(=O)CN(C)C | 1 | -0.1 | 2.7 | 10
Cc1cccc(C)c1NS(=O)(=O)c1ccc(NS(=O)(=O)c2ccc(F)cc2)cc1 | 17 | 0.3 | -1.9 | -5
CCOc1ccc(/C(O)=C2/C(=O)C(=O)N(CCCN3CCOCC3)C2c2ccc(Br)cc2)c(C)c1 (stereo not given) | 8 | 0.1 | 0.5 | -7
O=C(COC(=O)/C=C/c1ccccc1[N+](=O)[O-])NC(=O)NC1CCCC1 | 7 | 0.0 | 0.6 | 6
O=C(O)c1ccc(-c2nc3ccccc3[nH]2)cc1 | 5 | -0.1 | -10 | -7
NC(=O)c1cc2n(n1)C(C(F)(F)F)CC(c1ccc(Cl)cc1)N2 (stereo not given) | -5 | -0.1 | 0.2 | -6
CCOC(=O)c1cnc2cc(Cl)c(OC)cc2c1Nc1cc(Cl)c(OC)cc1OC | 6 | 0.1 | 0.3 | 18
O=C(NC1CCCC1)c1cc(-c2ccccc2Cl)nc2ccccc12 | 8 | -0.1 | -1.3 | -2
Clc1ccc(-c2csc(Nc3cccnc3)n2)c(Cl)c1 | 1 | 0.0 | 0.4 | -2
COc1cc(/C=N/NC(=O)CSc2nnc(SCc3ccccc3)s2)ccc1O | -9 | -0.1 | -0.2 | -24
CCOC(=O)N1CCN(C(=O)CSc2ccccc2)CC1 | 1 | -0.2 | 2.2 | -3
O=C(C1=C(Nc2ccc(O)cc2)CCCC1)C(F)(F)F | 7 | -0.3 | -0.1 | -1
COC(=O)c1ccc(C2Nc3c(OC)cccc3C3C=CCC32)cc1 (stereo not given) | 8 | -0.3 | 0.8 | 4
COc1cc(CNc2cccc([N+](=O)[O-])c2)cc(OC)c1OC | -7 | 0.0 | -1.5 | -11
COc1ccc(OC)c(/C=C2\NC(=O)N(Cc3ccc(Cl)cc3)C2=O)c1 | 6 | 0.7 | 7.9* | 8
N#Cc1c(N)n(-c2ccc3cn[nH]c3c2)c2nc3ccccc3nc12 | 6 | 0.0 | -0.3 | 6
CC(=O)Oc1cccc(C(=O)Nc2cccc(I)c2)c1 | -59 | 0.3 | -1.8 | 24
CC(C)(C)C(=O)Nc1ccnn1C1CCN(C2C3CC4CC(C3)CC2C4)CC1 (stereo not given) | 7 | 0.0 | 1.3 | -1
CC(=O)c1ccc(NC(=O)CN(C)S(=O)(=O)c2cccc3nsnc23)cc1 | 13 | 0.1 | 0.2 | 6

Seven structures from above, arranged by heavy-atom count, ascending:
SMILES | TEAD-YAP inh | FBW7 activator | GPR151 activ | MITF primary
CC(=O)Oc1cccc(C(=O)Nc2cccc(I)c2)c1 | -59 | 0.3 | -1.8 | 24
CCOC(=O)N1CCN(C(=O)CSc2ccccc2)CC1 | 1 | -0.2 | 2.2 | -3
COc1cc(CNc2cccc([N+](=O)[O-])c2)cc(OC)c1OC | -7 | 0.0 | -1.5 | -11
O=C(NC1CCCC1)c1cc(-c2ccccc2Cl)nc2ccccc12 | 8 | -0.1 | -1.3 | -2
COc1ccc(OC)c(/C=C2\NC(=O)N(Cc3ccc(Cl)cc3)C2=O)c1 | 6 | 0.7 | 7.9* | 8
CC(=O)c1ccc(NC(=O)CN(C)S(=O)(=O)c2cccc3nsnc23)cc1 | 13 | 0.1 | 0.2 | 6
CC(C)(C)C(=O)Nc1ccnn1C1CCN(C2C3CC4CC(C3)CC2C4)CC1 (stereo not given) | 7 | 0.0 | 1.3 | -1

High-throughput results: PubChem BioAssay, The Scripps Research Institute Molecular Screening Center
